From PubChem
SENP6 block: SENP6 protease inhibitors, primary screen, biochemical, luminescence, uHTS. Sentrin-specific protease 6 (Homo sapiens), Q9GZR1. Recombinant SENP6 catalytic domain, aminoluciferin luminescence. inhibition, % at 10 µM. 1.8% of 330,000 active;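 active = inhibition above about 50% at the single tested dose, limit read from the data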;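 also: plate controls were DMSO wells with enzyme for no effect and DMSO wells lacking enzyme for full effect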
MPTP inh: mitochondrial permeability transition pore inhibitors, primary screen, biochemical, isolated mouse mitochondria, absorbance. Ca2+ swelling absorbance, 30 min. inhibition, % at 10 µM. 1.4% of 360,000 active. AID 602449, 2012;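 active = inhibition of 50% or more, scaled per plate between neutral and stimulator controls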;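 also: 0% = DMSO wells given calcium and 100% = 1 mM EGTA wells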
SENP8 block: human SENP8 protease inhibitors, primary screen, biochemical, fluorescence, Nedd8 protein substrate, uHTS; recombinant SENP8; 0.64% of 360,000 active; inhibition, % at 20 µM; Sentrin-specific protease 8 (Homo sapiens), Q96LD8; in the data active = inhibition mostly above about 40%, no sharp cut-off; inactive = mostly below about 27%
Target sequence (Q96LD8 whole entry, looked up): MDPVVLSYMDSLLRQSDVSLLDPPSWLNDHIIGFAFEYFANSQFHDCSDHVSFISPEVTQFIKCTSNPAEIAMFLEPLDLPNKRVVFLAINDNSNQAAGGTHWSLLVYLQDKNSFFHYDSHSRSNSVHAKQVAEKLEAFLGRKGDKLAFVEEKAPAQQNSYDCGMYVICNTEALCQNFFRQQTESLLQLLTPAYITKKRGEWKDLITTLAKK
SENP1 FRET inh: human SENP1 catalytic domain inhibitors, primary screen, biochemical, FRET, uHTS; Sentrin-specific protease 1 (Homo sapiens), Q9P0U3; inhibition, % at 10 µM; recombinant SENP1 catalytic domain, CyPet-SUMO1-YPet FRET cleavage; AID 624204, 2012; 0.21% of 360,000 active;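 active = inhibition at least 30% at 10 µM, raw YFP signal under a set limit, fluorescence ratio 0.5 to 1.5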;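 also: 0% = enzyme with DMSO and 100% = no enzyme wells; some results filed as inactive read as strong as hits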
Target sequence (Q9P0U3 419-644 limits assumed): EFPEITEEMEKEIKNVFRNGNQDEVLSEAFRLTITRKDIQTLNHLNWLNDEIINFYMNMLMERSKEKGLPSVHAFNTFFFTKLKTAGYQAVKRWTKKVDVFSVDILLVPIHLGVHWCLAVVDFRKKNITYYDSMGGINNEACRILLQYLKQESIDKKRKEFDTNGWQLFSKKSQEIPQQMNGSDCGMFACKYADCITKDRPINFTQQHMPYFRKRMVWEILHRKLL
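Material – human SENP1 catalytic domain · Input – SENP1 enzyme, 20 pM final · Compound dosing – single concentration of 10 µM compound, 0.5% DMSO final · Timing – enzyme reaction for 50 min at room temperature, dark · Measured by – FRET fluorescence in CFP and YFP emission channels · Control set – no-enzyme wells low, DMSO-plus-enzyme wells high control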
ATG4B inh: ATG4B protease inhibitors, primary screen, biochemical, fluorescence, uHTS; Cysteine protease ATG4B (Homo sapiens), Q9Y4P1; ATG4B cleavage of LC3-PLA2, NBD-HPC fluorescence, 1 h; inhibition, % at 8.33 µM; 0.51% of 340,000 active; in the data active = inhibition above about 40%
Target sequence (Q9Y4P1 whole entry, looked up): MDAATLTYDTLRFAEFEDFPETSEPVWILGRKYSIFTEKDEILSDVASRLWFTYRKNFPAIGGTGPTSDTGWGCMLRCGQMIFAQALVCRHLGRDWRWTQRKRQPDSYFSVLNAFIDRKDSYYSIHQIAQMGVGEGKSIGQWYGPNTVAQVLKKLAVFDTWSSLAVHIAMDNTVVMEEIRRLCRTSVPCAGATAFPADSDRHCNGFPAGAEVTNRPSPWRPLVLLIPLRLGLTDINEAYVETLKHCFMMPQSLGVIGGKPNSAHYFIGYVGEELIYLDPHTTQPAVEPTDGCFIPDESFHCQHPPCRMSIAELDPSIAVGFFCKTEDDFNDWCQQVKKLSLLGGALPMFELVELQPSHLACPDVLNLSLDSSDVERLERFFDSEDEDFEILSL
GRIN3A LBD mod: binders of NR3A ligand-binding domain, primary screen, biophysical, differential scanning fluorimetry, uHTS; Glutamate receptor ionotropic, NMDA 3A (GRIN3A) ligand-binding domain; NR3A LBD differential scanning fluorimetry, Tm shift; 0% = protein alone, 100% = glycine-bound protein; Tm shift relative to glycine control, % at 25 µM; 2.5% of 340,000 active; AID 1259313, 2017;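 active = melting temperature shift of at least 10% of the positive control shift, at one fixed dose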
hIAP activ: human IAP activators, primary screen, biochemical, luminescence, uHTS | 0.16% of 330,000 active | activation factor at 10 µM | purified human IAP, CDP-Star luminescence, 30 min; hits give high values; 1 = vehicle-only enzyme, 0 = enzyme-free background | Intestinal-type alkaline phosphatase (Homo sapiens), P09923 | AID 2524, 2010;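 active = activation factor of the enzyme at least 2-fold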; also: the source names both 10 and 20 µM as test concentration; values of inactives mirror those of a sister screen read the other way
PfG6PD inh: PfG6PD enzyme inhibitors, primary screen, biochemical, fluorescence intensity, uHTS | glucose-6-phosphate dehydrogenase-6-phosphogluconolactonase (Plasmodium falciparum 3D7) | 0.78% of 350,000 active | AID 504690, 2011 | PfGluPho enzyme, NADPH resazurin-diaphorase fluorescence | inhibition, % at 20 µM;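 active = inhibition reaching at least a set limit at 20 µM in the primary screen, cut at about 59% in these data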;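 also: 0% = DMSO wells with substrate and 100% = DMSO wells lacking glucose-6-phosphate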
Active calls of the source: *; i = inactive; / = not tested or not shown.

SMILES	SENP6 block	MPTP inh	SENP8 block	SENP1 FRET inh	ATG4B inh	GRIN3A LBD mod	hIAP activ	PfG6PD inh
O=S(=O)(NN=C1CCCCC1)c1ccccc1	-8	-1.2	-2	-5	6	0	1.2	-17
O=S1(=O)[C@H]2C[C@@H]3C=C[C@@]2(CN1Cc1cccc(F)c1)O3	-9	0.6	5	1	9	-3	1	-2
COC(=O)c1ccc(CO/N=C/c2ccc(OC)cc2)o1	19	-0.1	25	1	-7	0	0.95	-4
CN(C)CCCN(C(=O)/C=C/c1cccs1)c1nc2ccc(F)cc2s1	-12	1.6	-71	2	-2	-3	1.2	-1
N#Cc1ccc(S(=O)(=O)Nc2ccc3ccccc3n2)cc1	-9	0.7	-374	2	8	-1	1.3	8
CC[C@@H](C)[C@@H](C(=O)N1CCN(C(=O)OC(C)(C)C)CC1)n1cc(CCC(=O)O)nn1	2	-0.6	18	1	-5	0	0.88	12
Cc1nnc(NC(=O)CCN2C(=O)C3CC=CCC3C2=O)s1 (stereo not given)	/	-1.0	15	4	/	/	/	-2
CCOC(=O)N1CCN(C(=O)CN(Cc2ccccc2)S(C)(=O)=O)CC1	1	-2.4	10	0	11	-6	0.84	-10
C[C@H]1CN([C@@H](C)CO)C(=O)CCCn2nncc2CO[C@H]1CN(C)S(C)(=O)=O	/	2.2	9	1	/	/	/	1
CCCOc1ccc(-c2nc(C#N)c(N3CCN(CC)CC3)o2)cc1	6	0.3	-493	2	-9	0	1.1	2
Cc1cc(C)c(NC(=O)CSc2nnc(SCC(=O)Nc3c(C)cc(C)cc3C)n2N)c(C)c1	-28	4.1	26	0	-9	-4	1.1	-9
CC1=NC(C)(C)Cc2ccccc21	4	0.3	-1	-2	-7	-1	1.1	0
O=C1CCc2cc(S(=O)(=O)N3CCC(C(=O)NC4CCCCCCC4)CC3)ccc2N1	24	-0.5	15	4	-8	0	1.1	9
COc1ccnc(Oc2ccc(F)cc2)c1-c1ncn[nH]1	5	0.2	11	3	2	1	1	5
Cc1cc(Cl)ccc1OC(C)C(=O)NCCCCc1ccccc1 (stereo not given)	4	-1.6	3	-1	9	-6	0.97	2
CCCN1CCN(C2CCCCC2NS(=O)(=O)c2ccc(Cl)cc2)CC1 (stereo not given)	-7	-0.3	-5	2	-2	2	0.78	-7
C/C=C/c1ccc(OCCCCOc2ccccc2F)c(OC)c1	-10	3.1	19	1	-5	-2	1	13
CC1(C(=O)N/N=C/c2ccc3c(c2)OCO3)CC1(Br)Br (stereo not given)	-2	1.1	0	1	-3	-1	1	8
CC(C)C1=Nc2cccc3cccc(c23)N1	13	1.4	10	-13	1	1	1	40
O=C(O)/C=C/C(=O)NC1CCCCCCCCCCC1	0	0.8	5	2	-3	-3	0.91	-25
CCN1CCN(C(=S)NC(=O)c2cc(OC)c(OC)c(OC)c2)CC1	2	-1.2	9	-2	2	-1	0.97	10
Cc1cccc(-c2nsc(SCC(=O)c3ccc(Cl)cc3)n2)c1	-15	3.6	16	1	4	1	0.87	5
O=S(=O)(NCCSc1ccccc1)c1ccc2c(c1)OCCO2	-10	-1.9	14	1	-15	1	1	-3
CCOc1ccc2c(c1)n(CO)c(=S)n2CO	-2	3.0	13	1	-4	1	1	8
CCCCCCCCN1[C@@H](CC(=O)OCC)c2cc(F)ccc2S1(=O)=O	-12	-0.2	12	0	3	1	1.1	15

Structural class: the entries above with a cyano group
SMILES	SENP6 block	MPTP inh	SENP8 block	SENP1 FRET inh	ATG4B inh	GRIN3A LBD mod	hIAP activ	PfG6PD inh
N#Cc1ccc(S(=O)(=O)Nc2ccc3ccccc3n2)cc1	-9	0.7	-374	2	8	-1	1.3	8
CCCOc1ccc(-c2nc(C#N)c(N3CCN(CC)CC3)o2)cc1	6	0.3	-493	2	-9	0	1.1	2

New compounds follow:
SMILES	SENP6 block	MPTP inh	SENP8 block	SENP1 FRET inh	ATG4B inh	GRIN3A LBD mod	hIAP activ	PfG6PD inh
CC(=O)Nc1nonc1-c1ccccc1	3	3.6	16	-12	-5	-1	0.88	3
COc1ccc(C(=O)N2CCCC(C(=O)c3ccccc3OC)C2)cc1OC (stereo not given)	-13	-1.1	22	2	17	0	1.1	5
CCOC(=O)c1sc(=NC(=O)c2ccc(OC)c(OC)c2)n(C)c1C	-1	1.9	-270	1	-11	2	0.94	-9
Cc1ccc(CN2CC(C(=O)N(Cc3nnc(-c4ccccc4Cl)o3)C3CC3)CC2=O)cc1 (stereo not given)	-9	1.2	5	0	-5	-2	1	-6
CCOc1ccccc1C=Nc1ccccc1C(=O)Nc1ccccc1	15	0.2	-16	0	-8	0	1	4
CC1CCN(C(=O)c2ncn(C)c2C(=O)N2CCC(C)CC2)CC1	-7	-1.8	18	0	3	2	1.1	5
N#CCCN(C(=O)Nc1ccc(Cl)cc1)c1ccccc1	5	-2.5	10	-1	-3	0	0.82	12
CCOC(=O)N1CCN(C(=O)COc2ccc(S(=O)(=O)NCc3ccccc3)cc2)CC1	-12	3.6	1	2	-3	3	0.8	-16
O=C1CSC(c2ccccc2O)N1Cc1ccccc1 (stereo not given)	-3	1.2	24	3	-1	-3	1	2
O=C(NC1CCCCC1)C(c1cccs1)N(CC1CCCO1)C(=O)c1csnn1 (stereo not given)	8	6.9	30	0	-9	0	1.1	-8
CC(=O)c1ccccc1C(=O)N1CCCC(CNC(=O)c2ccccc2Cl)C1 (stereo not given)	3	1.8	10	1	8	-1	1	0
O=C(CSc1nnc(-c2ccco2)n1-c1ccccc1)NCc1ccc2c(c1)OCO2	-19	-1.5	-1	0	6	1	1.2	-5
COc1ccc(N2Cc3ccccc3C2=NC(=O)c2ccc(C)cc2)cc1OC	-1	0.2	1	-8	-8	-1	0.87	41
Cc1ccc(NC(=O)CSc2ccccc2)cc1S(=O)(=O)N1CCOCC1	-1	1.1	-28	-1	-8	2	1.1	5
Cc1ccc(NC(=S)N2CCN(Cc3ccccc3)CC2)c(C)c1	-1	0.6	14	0	12	1	1	-3
CC(=O)c1c(C)n([O-])c2cc(F)c(F)cc2[n+]1=O	10	-3.6	-38	-4	6	-1	1	10
COc1cccc(C(=O)CSc2nc3ccccc3n2CC(=O)N(C(C)C)C(C)C)c1	-22	-1.8	24	2	-3	-1	1	5
COc1ccc(/C=C/C(=O)OCCCN(C)C)cc1	-21	1.1	18	3	-3	-2	0.94	-1
CCn1c(SCC(=O)Nc2ccc(S(=O)(=O)Nc3onc(C)c3C)cc2)nnc1-c1ccccc1	-13	0.8	9	3	-11	-2	1.1	-28
Cc1ccccc1COc1ccc(-c2nnn(CC(=O)O)n2)cc1	-5	-0.4	4	1	3	3	1.2	-7
CCOC(=O)COc1ccc2c(c1)C(=O)CC1(CCN(C(C)=O)CC1)O2	2	-0.9	-339	-9	-8	0	1.1	1
c1nnc2c3c4c(sc3ncn12)CCC4	0	-1.6	2	0	0	1	0.91	-13
CCOc1ccccc1NC(=O)C1(S(=O)(=O)c2ccc(Cl)cc2)CC1	-1	0.7	8	0	-5	1	0.82	47
O=c1cc(O)c2ccccc2n1Cc1ccccc1Cl	4	0.7	-18	2	-11	-1	1	12
COc1ccc(NS(=O)(=O)c2cccc(C(=O)NNC(=O)c3ccc(=O)[nH]c3)c2)cc1	2	0.2	23	3	-4	0	1	-8

Some values from the results shown:
SENP1 FRET inh with Cc1ccc(CN2CC(C(=O)N(Cc3nnc(-c4ccccc4Cl)o3)C3CC3)CC2=O)cc1 (stereo not given) = 0
PfG6PD inh with Cc1ccccc1COc1ccc(-c2nnn(CC(=O)O)n2)cc1 = -7

The results go on.
SMILES	SENP6 block	MPTP inh	SENP8 block	SENP1 FRET inh	ATG4B inh	GRIN3A LBD mod	hIAP activ	PfG6PD inh
COc1ccc(Cc2nnc(SC)[nH]c2=O)cc1	-9	-1.1	1	2	-6	8	1	-18
COc1ccc(-c2sc3ccc(OC)cc3c2C#Cc2cncn2C)cc1	0	-0.1	i	-4	-1	-8	1.3	-3
C[C@@H](NS(=O)(=O)c1cc(Cl)ccc1F)[C@H](O)c1ccccc1	/	-0.1	-8	-2	2	-1	/	-3
O=c1c2ccccc2ncn1C1CCCCC1	-8	-2.4	18	0	2	-1	0.91	-7
CCc1ccccc1NC(=O)c1ccc(NCCc2ccccc2)c([N+](=O)[O-])c1	-7	2.0	22	4	42*	-13	1	1
O=C(O)CNS(=O)(=O)c1ccc2[nH]c(=O)c(=O)[nH]c2c1	-7	-3.8	-168	1	-6	2	1	4
N/C(=N\OC(=O)c1cc(Br)ccc1Cl)c1ccccn1	38	-0.7	15	-1	9	-1	0.98	-7
Cn1c(=O)n(C)c2cc(/C=N/NC(=O)c3cc4cc(Br)ccc4o3)ccc21	-13	3.7	-415	-5	-2	8	0.97	-29
Cc1c(CNC(=O)C2CC2)c(-n2cccc2)n(Cc2ccccc2)c1C	2	-1.1	-1	-2	-2	-1	1.1	13
COc1ccc([C@@H]2[C@@H]3C(=O)N(C(C)(C)C)C(=O)[C@@H]3[C@]3(C)C(=O)N(c4ccccc4)C(=O)N23)cc1	-1	-2.5	0	3	-4	0	0.86	-3
COCCN(C(=O)COC(=O)c1cc2ccccc2cc1OC)c1c(N)n(Cc2ccccc2)c(=O)[nH]c1=O	-4	-1.2	-418	-3	-13	-1	0.94	-3
COc1ccccc1N1CC(O)=C(c2nc3ccccc3c(=O)[nH]2)C1=N	3	-0.9	-289	-48	2	-1	1.1	12
CCOC(=O)C1CCN(c2cc3c(cc2NC(=O)c2ccccc2Br)n(C)c(=O)n3C)CC1	8	0.5	-86	-4	-6	-4	0.89	5
Cc1ccccc1-c1nc(Cc2ccc(Cl)cc2)no1	4	1.0	0	3	2	4	0.91	5
Fc1ccc(-c2c[nH]c(=S)n2Cc2ccccc2)cc1	-18	-1.5	-2	0	0	-3	1.7	34
O=C(O)c1cccc2c1C(=O)c1ccc(-c3ccc(F)cc3F)cc1S2(=O)=O	-5	-2.8	-2	-14	0	2	1.1	-32
COC(=O)c1ccc(CNC(=O)COC(=O)/C=C/c2ccc(O)c(OC)c2)cc1	-15	1.0	-438	-41	2	-2	0.83	5
Cc1ccccc1CN1CCNC1=O	-2	-1.4	2	1	-7	-11	1	4
Cc1ccccc1-c1cnc2c(c1)C(=O)N([C@H](C)CO)C[C@@H](C)[C@H](CN(C)C(=O)c1ccncc1)O2	/	-1.9	13	0	/	/	/	13
COC(=O)c1ccccc1NC(=S)N(Cc1ccc2c(c1)OCO2)Cc1cc2ccc(C)cc2[nH]c1=O	-10	1.0	-41	-1	1	3	1.2	-11
O=C(CNC(=O)N1CC(=O)Nc2ccccc21)NCc1ccc(Cl)cc1	-2	-0.8	0	-2	-3	0	0.97	-4
CC1Sc2ccc(S(=O)(=O)NCCc3ccccc3)cc2NC1=O (stereo not given)	-3	0.2	10	3	-20	-2	0.93	20
CCn1c(O)c(C=C2N=c3ccccc3=N2)sc1=S	-4	-0.5	-8	-2	2	2	0.99	-6
Cc1ccc(NS(=O)(=O)c2cc(NC(=O)c3cc4c(s3)CCCC4)ccc2C)c(C)c1	-13	30	-5	0	-6	25*	0.99	-8
COc1cc2c(cc1OC)CN(Cc1ccc(C)cc1)CC2	-16	3.8	-171	-12	-7	2	0.96	-1
O=C(NC1(C(F)(F)F)C(=O)Nc2c1c(=O)[nH]c(=O)n2Cc1ccccc1)c1ccc(Cl)cc1 (stereo not given)	-4	-0.7	10	2	-2	0	1	-17
Cc1ccc(NC(=O)c2ccccc2)cc1-n1cnnn1	-12	-1.3	9	0	5	-1	0.99	-4
CCOC(=O)c1c(/N=C/C2C(=O)CCCC2=O)sc(C)c1C	5	2.7	-21	-54	19	5	0.98	-7
